Avidin fluor: avidin bead compound fluorescence profile; fluorescence (KMESF) at 10 µM; 220,000 compounds, 0.38% hits; Avidin beads, compound fluorescence 488/530 nm, flow cytometry; stronger effect = higher value; in the data active means fluorescence above about 47; further: inactives centre near 10
ABCG2 block: human ABCG2 inhibition, ABCB1 as counter-screen; 190,000 compounds, 0.1% hits; inhibition, % at 6.6 µM; Q9UNQ0; IgMXP3 cells, JC-1 efflux, flow cytometry;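 active means inhibition above 80%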;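 further: 0% = DMSO and 100% = nicardipine control wells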
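Test system: IgMXP3 (ABCG2) plus far-red-tagged CCRF-Adr (ABCB1) cells / Amount: 3 million cells/mL in well / Reagent: JC-1 transporter substrate / Timing: 10 min compound exposure, 25 °C / Signal: flow cytometry, 530 nm JC-1 signal / Read-out: percent efflux inhibition, scaled nicardipine 100% to DMSO 0% / Benchmarks: nicardipine as high control, DMSO as low control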
Pf gametocyte: P. falciparum stage V gametocyte viability inhibition. 150,000 compounds, 0.065% hits. inhibition, % at 10.9 µM. P. falciparum stage V gametocytes, ATP luminescence, 24 h. AID 743093;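 active means inhibition above the mean plus 3 SD of compounds within the control limits, set per campaign, cut at about 38% in these data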;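 further: 0% = DMSO wells and 100% = medium only without gametocytes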
Cdc42 wt GTP: changes GTP binding to wildtype human Cdc42; P60953; GST-Cdc42 beads, Bodipy-GTP binding, flow cytometry; actives lie on both sides; percent activity (GTP binding), % at 10 µM; 190,000 compounds, 0.2% hits;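 active means percent activity GTP binding at least 20 points away from the 100% baseline, either down as inhibitor or up as activator; inconclusive means compound flagged as likely green fluorescent from well-wide comparison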;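 further: median bead fluorescence of bound Bodipy-FL-GTP at 100 nM; 0% = excess unlabeled GTP control and 100% = no compound control; below 100% means less GTP binding so inhibitor and above means activator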
Rac1 mut GTP: modulators of GTP binding to human Rac1 activated mutant; GST-Rac1 activated beads, fluorescent GTP binding, flow cytometry; actives lie on both sides; 100% means binding = to untreated wells; 190,000 compounds, 0.11% hits; percent activity (GTP binding), % at 10 µM; P63000;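 active means GTP binding at least 20 percentage points away from the 100% baseline, in either direction, so actives lie on both sides; inconclusive means Compound likely fluorescent itself, or too few beads counted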
HRas wt GTP bind: human HRas wildtype GTP binding, change in either direction; P01112; GST-Ras wt beads, Bodipy-FL-GTP binding, flow cytometry; actives lie on both sides; GTP binding activity, % at 10 µM; 190,000 compounds, 0.14% hits; AID 759;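 active means GTP binding activity at least 20% away from the 100% baseline, either lowered as inhibitor or raised as activator; inconclusive means flagged as likely green fluorescent, judged across all proteins in the well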;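 further: 0% = unlabeled GTP competition control and 100% = no-compound control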
Rac1 wt GTP bind: human Rac1 wildtype GTP binding, inhibitors and activators; 190,000 compounds, 0.27% hits; GTP binding activity (% of control), % at 10 µM; GST-Rac1 beads, fluorescent GTP binding, flow cytometry; actives lie on both sides; 0 = cold GTP competed, 100 = untreated; P63000;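 active means GTP binding activity at least 20 points away from the 100% control level, either lower or higher; inconclusive means compound flagged as likely green fluorescent, judged across all proteins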
ABCB1 inh: blocks JC-1 efflux by human ABCB1 transporter; CCRF-Adr cells, flow cytometry; inhibition, % at 6.6 µM; AID 1326; P08183; 190,000 compounds, 0.067% hits; in the data active means inhibition above about 40%;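 further: 0% = vehicle and 100% = reference inhibitor; higher value means more JC-1 retained so stronger ABCB1 efflux block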
Target sequence (P08183 whole entry, looked up): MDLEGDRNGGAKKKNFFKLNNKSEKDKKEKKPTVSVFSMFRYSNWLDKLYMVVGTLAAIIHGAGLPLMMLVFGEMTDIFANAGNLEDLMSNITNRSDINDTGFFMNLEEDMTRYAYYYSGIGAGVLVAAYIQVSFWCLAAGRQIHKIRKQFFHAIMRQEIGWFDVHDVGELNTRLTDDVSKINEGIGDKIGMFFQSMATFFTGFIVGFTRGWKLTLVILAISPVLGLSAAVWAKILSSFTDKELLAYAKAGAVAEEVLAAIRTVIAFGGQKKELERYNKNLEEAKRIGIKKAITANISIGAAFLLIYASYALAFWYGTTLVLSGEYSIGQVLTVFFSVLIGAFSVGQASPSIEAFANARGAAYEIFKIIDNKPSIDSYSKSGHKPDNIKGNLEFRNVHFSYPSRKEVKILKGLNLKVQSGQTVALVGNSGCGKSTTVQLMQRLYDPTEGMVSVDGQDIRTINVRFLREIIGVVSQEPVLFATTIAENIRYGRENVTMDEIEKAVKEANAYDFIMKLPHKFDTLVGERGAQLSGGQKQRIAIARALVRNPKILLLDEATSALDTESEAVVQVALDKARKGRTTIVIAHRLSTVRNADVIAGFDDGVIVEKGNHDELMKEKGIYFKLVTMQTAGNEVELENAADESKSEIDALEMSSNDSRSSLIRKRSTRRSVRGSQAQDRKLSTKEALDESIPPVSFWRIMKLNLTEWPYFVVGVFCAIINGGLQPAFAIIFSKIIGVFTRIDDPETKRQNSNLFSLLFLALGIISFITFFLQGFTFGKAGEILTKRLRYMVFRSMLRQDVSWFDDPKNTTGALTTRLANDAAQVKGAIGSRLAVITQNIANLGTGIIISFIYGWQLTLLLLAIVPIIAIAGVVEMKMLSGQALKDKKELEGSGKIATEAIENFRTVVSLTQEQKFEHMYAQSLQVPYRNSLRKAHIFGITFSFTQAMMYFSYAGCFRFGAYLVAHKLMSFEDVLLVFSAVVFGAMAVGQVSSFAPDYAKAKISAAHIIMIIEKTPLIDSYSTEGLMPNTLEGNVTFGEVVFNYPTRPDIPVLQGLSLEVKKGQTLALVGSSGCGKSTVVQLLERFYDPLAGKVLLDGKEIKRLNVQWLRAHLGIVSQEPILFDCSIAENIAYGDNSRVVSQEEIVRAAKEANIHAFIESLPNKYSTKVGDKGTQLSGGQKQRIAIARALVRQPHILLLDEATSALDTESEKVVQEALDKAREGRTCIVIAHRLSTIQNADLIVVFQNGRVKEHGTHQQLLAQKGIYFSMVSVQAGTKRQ
Rab7 wt modul: modulators of GTP binding to dog Rab7 wildtype GTPase; GST-Rab7 beads, fluorescent GTP binding, flow cytometry; actives lie on both sides; untreated = 100%, excess cold GTP = 0%; GTP binding activity (percent of control), % at 10 µM; 190,000 compounds, 0.055% hits;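 active means fluorescent GTP binding to Rab7 beads changed by at least 20 points from the 100% baseline, either direction, mostly lower; inconclusive means compound itself probably fluorescent, or too few beads counted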;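 further: median green fluorescence of bound Bodipy-FL-GTP per Rab7 bead population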
Rab2A wt mod: changes GTP binding to wildtype dog Rab2A, up or down; P61105; GST-Rab2 wt beads, Bodipy-GTP binding, flow cytometry; GTP binding activity, % at 10 µM; 190,000 compounds, 0.19% hits;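 active means GTP binding activity at least 20 points away from 100%, either lowered or raised; inconclusive means signal likely due to the compound's own green fluorescence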;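 further: 0% = beads with excess unlabeled GTP and 100% = no-compound control corrected for plate trend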
GSH fluor: compound fluoresces at 488/530 nm on GSH beads | GSH beads flow cytometry, compound fluorescence 488/530 nm; stronger effect = higher value | 190,000 compounds, 0.25% hits | fluorescence (KMESF) at 10 µM; in the data active means fluorescence above about 89;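 further: glutathione beads carrying GST-tagged Bcl family fusion proteins plus one bare bead set; values are compound well signal with DMSO vehicle wells as background; inactives centre near 16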
* marks the source's active call; other numbers are inactive results; ? = inconclusive; / = no result given.

mol,ABCG2 block,ABCB1 inh,Pf gametocyte,Rab2A wt mod,Rab7 wt modul,HRas wt GTP bind,GSH fluor,Rac1 mut GTP,Rac1 wt GTP bind,Cdc42 wt GTP,Avidin fluor
O=C(O)CCC(=O)NCc1cn(-c2ccccc2)nc1-c1cccc(Br)c1,3,0.1,12,96,96,97,12,98,97,98,17
NC(=O)c1ncn([C@@H]2O[C@H](CO)[C@@H](O)[C@H]2O)n1,2,0.3,/,100,104,101,18,102,104,99,5
Cc1cc(NC(=O)COC(=O)CCC(=O)c2ccc(F)cc2)no1,0,0.0,-10,93,90,94,5,94,96,98,8
C/C(CC1CC2=C(CC1(C)C)C(C)(C)CCC2)=N\NC(N)=S (stereo not drawn),4,0.6,/,97,98,97,10,98,100,99,11
O=C(Nc1ccc(N2CCCCC2)c(Cl)c1)c1ccc2c(c1)OCCO2,2,0.2,/,98,97,100,5,99,101,102,8
C=C(C)Cn1c(-c2ccncc2)n[nH]c1=S,-1,-0.8,13,?,?,?,15,?,?,?,21
O=C(NCc1ccccc1)c1cc[n+](Cc2ccccc2)cc1,-2,-0.3,/,98,95,95,15,97,97,96,9
CS(=O)(=O)NCc1ccc(C(=O)NCCOc2ccccc2)cc1,3,0.6,/,98,98,98,38,98,95,99,15
CC1CC(C)(C)NC(=S)N1CC(=O)N1CCN(Cc2ccc3c(c2)OCO3)CC1 (stereo not drawn),20,3.4,13,93,95,97,16,96,96,97,9
COC(=O)C1=NN(c2ccc(C)cc2)C2(S1)SC(C(C)=O)=C(C)N2c1ccccc1 (stereo not drawn),12,9.9,28,98,93,94,41,97,98,94,6
O=C(O)CC(=O)Nc1ccccc1,0,0.0,-12,100,103,99,33,94,100,97,12
CCCC(=O)Nc1cc(C(=O)O)ccc1Sc1ccccc1,1,0.0,0,97,102,99,12,100,101,101,23
Cc1sc2ncnc(SCC(=O)NC(=O)NCc3ccco3)c2c1C,1,0.1,/,97,101,98,14,97,98,98,21
CCOc1cc(/C=C2/NC(=O)N(CC(=O)Nc3cccc(C)c3)C2=O)ccc1OC,3,0.4,/,98,98,101,24,95,101,102,17
COc1ccc(-n2ccnc2SCC(=O)NO)cc1,3,0.7,-26,96,102,95,15,91,91,96,8
CCOC(=O)N1CCC(N(CCN(C)C)C(=S)Nc2cccc(Cl)c2)CC1,4,0.7,3,102,105,100,21,96,103,101,10
CCOc1ccc(/C=C2\C(=O)c3ccccc3OC2c2ccccc2)cc1 (stereo not drawn),1,0.3,/,94,96,97,25,96,99,98,6
C=CCOc1c(Cl)cc(CNCCC)cc1Cl,1,0.2,9,100,103,106,11,98,107,108,22
O=C(NC1CCCCC1)C(c1ccc(Cl)cc1)N(C(=O)c1ccccn1)c1cccnc1 (stereo not drawn),0,0.4,/,100,105,99,14,95,100,99,11
CCc1nnc(NC(=O)CCC(=O)N2CCN(C3CCCCC3)CC2)s1,18,2.6,3,101,102,102,30,100,107,106,15
CC1=NN(c2ccccc2)C(=O)/C1=C\c1ccc(Oc2ccc([N+](=O)[O-])cc2[N+](=O)[O-])cc1,-2,-0.6,7,89,93,90,19,87,93,88,5
COc1ccc(S(=O)(=O)N2CCOCC2)cc1Cl,1,0.6,/,102,102,100,25,97,103,99,12
CCN1CCN(C(=O)CCCCCn2c(=O)[nH]c3cc(C(=O)OC)ccc3c2=O)CC1,1,0.3,/,104,104,105,10,101,104,105,38
Cc1c(NC(=O)Nc2cccc(Cl)c2)c(=O)n(-c2ccccc2)n1C,0,0.1,9,99,98,101,15,100,102,102,36
COC(=O)CCC(NC(=O)c1cc(C)oc1C)C(=O)OC (stereo not drawn),2,0.6,/,101,100,103,17,100,107,104,5
O=C1Oc2ccccc2C(=O)/C1=C/c1ccccc1O,-10,-1.7,2,89,91,88,20,89,87,94,11
Cc1ccc(C(=O)c2oc3ccccc3c2N)cc1,0,0.1,18,100,95,99,68,99,104,96,3
CN(Cc1cnn(C)c1)C(=O)C1CCCCC1C(=O)O (stereo not drawn),-1,-0.1,/,98,97,96,17,95,105,99,5
Cn1c(SCCCC(=O)c2ccccc2)nnc1-c1ccncc1,0,-0.2,-15,102,98,98,20,96,98,101,7
C=CCn1nnnc1-c1cc(Cl)cc(Cl)c1,0,-0.2,/,92,93,94,12,92,94,92,10
CCCCn1c(NCCO)nc2ccccc21,3,0.2,/,101,99,100,13,99,105,101,20
COc1cc(-c2cc(N)n(S(=O)(=O)c3ccc(F)cc3)n2)cc(OC)c1OC,2,0.9,/,100,99,98,25,99,102,100,6
COc1cc(NC(=O)NCCN2CCN(c3ccc(Cl)cc3)CC2)ccc1C,12,4.4,-23,97,94,95,38,95,94,96,16
O=C(NC(=S)Nc1ccc(S(=O)(=O)Nc2ncccn2)cc1)c1ccc(Br)cc1,-1,-0.3,0,94,100,97,16,91,94,89,10
COc1cccc(-c2nnc3sc(-c4ccccn4)nn23)c1,8,1.3,-14,107,106,106,33,101,102,104,13
CCCc1cc(C(N)=O)c(NC(=O)c2ccoc2C)s1,1,-0.1,/,93,95,93,28,96,98,100,4
COc1ccc2c(c1)CC/C2=N\NC(=O)c1ccccc1,-4,-3.5,17,98,96,97,23,97,102,99,13
COc1ccccc1NC(=O)Cn1ncc2c1-c1ccccc1OC2,4,1.2,/,97,95,97,29,97,97,98,5
Cc1occc1C(=O)N/N=C/C=C\c1ccccc1[N+](=O)[O-],17,0.6,-22,98,104,98,8,94,96,95,7
CCOC(=O)CN1C=C(c2ccc3ccccc3n2)C(C[N+](=O)[O-])c2ccccc21 (stereo not drawn),9,0.8,/,?,?,?,27,?,?,?,30
O=C(NCCC1=CCCCC1)C1CCN(c2nc3ccccc3o2)CC1,37,2.1,10,99,100,100,38,97,100,96,11
COc1ccc(NC(=O)CSc2nc(N3CCCCC3)nc(N3CCCCC3)n2)cc1,1,0.4,/,94,95,95,17,93,95,97,30
Cc1ccc(-c2nc3ccccc3[nH]2)cc1NC(=O)c1ccco1,49,3.4,/,103,105,101,29,98,103,104,12
Cn1ccc(C(=O)OCC(=O)c2ccccc2)n1,1,0.0,/,103,95,103,20,99,106,105,5
Cc1ccc(CNC(=O)C2=NNC(=O)CC2)cc1,2,0.5,1,100,102,103,11,100,108,104,4
Cc1nc2n(n1)C(O)c1cc([N+](=O)[O-])ccc1S2 (stereo not drawn),5,0.6,/,97,94,92,13,95,94,91,13
CC12COC3(C(=O)Nc4ccc(Cl)cc4)CC1CCC32C (stereo not drawn),8,1.7,1,98,105,100,13,100,105,100,5
O=S(=O)(c1ccc(Cl)cc1)N1CCN(Cc2ccc(O)c3ncccc23)CC1,-3,-0.8,0,95,101,95,11,92,95,93,24
CC1(C)CN(c2ccc(-c3ccnc4ncnn34)cc2)C1=O,42,-1.6,11,99,96,99,15,97,100,97,7
NC(=O)NC(=O)CSc1nc(-c2ccccc2)c(-c2ccccc2)n1CC1CCCO1 (stereo not drawn),18,-1.0,/,103,104,101,34,99,106,101,22
O=C(O)Cn1cc(/C=c2/sc3nc4ccccc4n3c2=O)c2ccccc21,-8,-4.0,-2,86,88,87,12,87,88,90,/
O=C(CN1CCN(c2ccccc2O)CC1)Nc1ccc([N+](=O)[O-])cc1Br,14,0.9,-3,99,107,99,19,92,97,100,6
COc1ccccc1CNS(=O)(=O)c1c(C)[nH]c(=O)[nH]c1=O,1,0.4,5,98,94,95,30,96,94,94,2
CSc1nc(SCC(=O)NCc2ccco2)c2c3c(sc2n1)CN(C)CC3,4,0.6,/,96,96,100,10,97,107,101,12
CCCN(CCC)C(=O)CCS(=O)(=O)c1cccc2nsnc12,20,1.2,-26,100,95,99,29,100,104,103,22
CCOc1ccc(C(=O)N(CN2CCCC2=O)c2cccc(Cl)c2)cc1,3,0.7,25,99,104,98,22,97,99,98,10

Next section:
mol,ABCG2 block,ABCB1 inh,Pf gametocyte,Rab2A wt mod,Rab7 wt modul,HRas wt GTP bind,GSH fluor,Rac1 mut GTP,Rac1 wt GTP bind,Cdc42 wt GTP,Avidin fluor
Cc1nnc(SCC(=O)Nc2ccccc2)n(N)c1=O,2,0.9,6,99,108,101,19,98,101,99,55*
O=C(c1nc2ncccn2n1)N1CCc2ccccc2C1,1,0.3,/,98,98,100,11,100,100,98,14
CCCCn1nnnc1SCC(=O)N1CCCC1,1,0.3,-17,95,95,95,14,92,91,95,31
Cc1nc2ccccc2n1CCN1CCOCC1,14,0.7,-9,95,97,96,12,97,98,99,3
S=c1nc(-c2ccccc2Cl)[nH][nH]1,-1,0.0,-11,95,97,94,26,94,95,96,13
Cc1ccc(S(=O)(=O)NCCCCCC(=O)N(C)C)cc1,2,0.5,-4,106,102,104,64,104,101,105,14
CC(=O)NC1C(c2nc3ccccc3s2)=C(c2ccccc2)C(=O)N1c1ccc(C)cc1 (stereo not drawn),8,1.1,-4,93,98,98,39,94,105,102,7
CC(C)CCn1c(=O)c2ccccc2n2c(CN3CCOCC3)nnc12,6,1.2,-9,95,95,95,11,98,98,95,26
COc1ccc(/C=C2\SC(=O)N(CC(=O)Nc3cccnc3)C2=O)cc1OC,-1,-0.5,20,95,98,97,22,90,96,96,24
Cc1cc(C)nc(NC(=O)CSc2nn(C)c(=S)s2)n1,1,0.5,/,101,101,100,43,99,101,98,6
Cc1ccccc1OS(=O)(=O)c1cn(C)c(=O)n(C)c1=O,8,1.2,-9,100,95,100,19,97,100,96,9
O=C(CSc1nc2cc(Cl)ccc2s1)c1cc2ccccc2o1,0,0.0,/,96,97,99,6,95,94,97,8
CCN(CC)C(=S)Nc1ccc([N+](=O)[O-])cc1,10,0.6,15,100,94,100,2,101,105,102,14
Cc1ccc(NC(=O)c2onc(C)c2Cl)cc1,4,0.4,/,100,98,103,22,100,104,100,10
Cc1ccc(NC(=O)CCNS(=O)(=O)c2ccc3c(c2)oc(=O)n3C)cc1,18,0.6,/,100,98,101,33,100,103,101,13

Screens as filed in PubChem.
